PTHR1 agonist: agonists of human PTHR1 parathyroid hormone receptor. HEK293 GP2 PTHR1 cells, GloSensor cAMP luminescence, 1 h. Potency, µM (top dose mostly 115 µM), without a hit: at the highest dose activation, usual class: activators. 0.075% of 410,000 active; further: potency means the concentration at half of the fitted maximal effect; nearly all actives have a fitted effect of over 55% in size; some results filed as inactive show a strong effect at the top dose; inactives centre near -15; many of its hits are not listed in these tables
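HEK-293-derived GP2 cells expressing PTHR1 and a GloSensor cAMP reporter, 3,000/well, plated overnight, given luciferin plus IBMX (each 0.5 mM as added) for 1 h at 37 °C, then compound for 1 h at 37 °C. Luminescence was read after 15 min at room temperature.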
HEK293 tox: cytotoxicity in counter-screen for GLP-1R inverse agonists. 0.13% of 410,000 active. AID 624418. HEK293 cAMP-luciferase reporter cells, luminescence, 24 h. Potency, µM (series often up to 38.3 µM), without a hit: at the top dose activity change, negative = inhibition, actives largely listed as inhibitors;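 further: loss of luciferase light is scored as toxicity; potency means the concentration at half of the fitted maximal effect; on the % scale 0 is the no-effect control and ±100 the full control effect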
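To flag toxic compounds, the library was rerun on cells for 24 hr at 37 deg C and 5% CO2. Viability-linked luminescence was captured 12 min after adding luciferase detection reagent.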
DRD3 agonist: D3 dopamine receptor (human) agonism; D3R DiscoveRx beta-arrestin cells, luminescence, 90 min; max activation, %; 0.58% of 410,000 active; in the data active means max activation above about 30%; further: 0% is about no effect; mostly tested at two doses, the higher about 12 µM
Target sequence (P35462 whole entry, looked up): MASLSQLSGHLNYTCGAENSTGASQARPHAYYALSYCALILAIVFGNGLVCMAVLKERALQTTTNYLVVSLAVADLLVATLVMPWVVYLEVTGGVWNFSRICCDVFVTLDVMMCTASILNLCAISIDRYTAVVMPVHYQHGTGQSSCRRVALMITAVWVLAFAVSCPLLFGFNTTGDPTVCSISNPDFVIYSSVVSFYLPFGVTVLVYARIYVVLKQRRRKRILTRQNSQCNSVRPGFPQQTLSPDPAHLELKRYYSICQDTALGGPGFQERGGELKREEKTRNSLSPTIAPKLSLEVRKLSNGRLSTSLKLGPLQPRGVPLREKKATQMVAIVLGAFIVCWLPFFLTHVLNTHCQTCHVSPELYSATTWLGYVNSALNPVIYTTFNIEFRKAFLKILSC
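Cells at 1500/well, incubated overnight, then treated with pinned compounds (dopamine as control) for 90 min at 37 degrees C. DiscoveRx reagent added for 30 - 60 minutes at room temperature; luminescence read.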
aSyn yeast inh: alpha-synuclein toxicity inhibition in yeast; Yeast expressing alpha-synuclein, growth rescue, BacTiter-Glo, 24 h; Potency, µM (top dose mostly 46.1 µM), without a hit: at the highest dose growth rescue (activation), usual class: activators; 0.14% of 370,000 active; further: potency means the concentration at half of the fitted maximal effect; % of control where 0% means no effect; nearly all actives have a fitted effect of over 65% in size
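Galactose-induced alpha-syn yeast (OD600=0.02, raffinose-pregrown) + pinned cpd, 24 hr, 30 deg C; growth by BacTiter-Glo luminescence. Growth restoration scores as activation.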
DRD3 antagonist: antagonists of human D3 dopamine receptor. P35462. D3R cells, DiscoveRx beta-arrestin luminescence, antagonist mode; stronger effect = lower value. max response, negative = inhibition, %. 2.5% of 360,000 active; in the data active means max response below about -50%; inconclusive means no clear call, values can overlap the other calls; further: on the % scale 0 is the no-effect control and ±100 the full control effect; mostly tested at two doses, the higher about 12 µM
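Cells plated overnight at 1500 cells/well, then exposed to library compounds with dopamine controls for 90 minutes at 37 degrees C. DiscoveRx reagent added for 30–60 minutes at room temperature; luminescence read, quantitative HTS format.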
KB-V1 cytotox: KB-V1 MDR subline cytotoxicity; Potency, µM (series often up to 46.1 µM), without a hit: at the top dose activity change, negative = cytotoxicity, hits mostly cytotoxic; KB-V1 MDR cells viability, CellTiter-Glo, 72 h; 3.4% of 400,000 active; AID 1347076; further: potency means the concentration at half of the fitted maximal effect; on the % scale 0 is the no-effect control and ±100 the full control effect; nearly all actives have a fitted effect of over 60% in size
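In this primary screen, KB-V1 cells overexpressing P-gp are incubated with library compounds (lowest to highest concentration) for 72 h at 37 degrees C before a luminescent ATP viability read.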
GLP1R ag: activates the human GLP-1 receptor. P43220. HEK293 GLP-1R CRE-luciferase, luminescence, 4-6 h; cells express a hypersensitive GLP-1R form. Potency, µM (doses to about 45.6 µM), without a hit: at the highest dose activation, hits mostly activators. 0.007% of 380,000 active; further: potency means the concentration at half of the fitted maximal effect; % of control where 0% means no effect
Target sequence (P43220 whole entry, looked up): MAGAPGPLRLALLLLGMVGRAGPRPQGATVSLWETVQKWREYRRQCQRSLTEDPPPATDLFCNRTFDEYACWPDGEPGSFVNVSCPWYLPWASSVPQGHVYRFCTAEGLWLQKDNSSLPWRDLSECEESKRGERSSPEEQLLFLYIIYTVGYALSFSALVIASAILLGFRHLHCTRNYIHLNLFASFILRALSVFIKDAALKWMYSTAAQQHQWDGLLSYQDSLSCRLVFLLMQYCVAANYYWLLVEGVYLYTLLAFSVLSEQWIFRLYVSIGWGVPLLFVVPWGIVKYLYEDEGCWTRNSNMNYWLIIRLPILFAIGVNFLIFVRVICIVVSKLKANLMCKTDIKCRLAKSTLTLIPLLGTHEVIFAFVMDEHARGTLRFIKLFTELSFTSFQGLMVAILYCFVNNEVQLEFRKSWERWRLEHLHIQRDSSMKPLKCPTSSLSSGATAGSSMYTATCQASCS
GLP1R inv ag: inverse agonists of human GLP-1 receptor | HEK293 GLP-1R CRE-luciferase, luminescence, 24 h; GLP-1R form is constitutively active | Potency, µM (titrated, usually from 38.3 µM), inactives show at the highest dose activity change, negative = inhibition, actives largely listed as inhibitors | 1.6% of 410,000 active | AID 624417; further: potency means the concentration at half of the fitted maximal effect; on the % scale 0 is the no-effect control and ±100 the full control effect; nearly all actives have a fitted effect of over 55% in size
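Luminescence readout: a drop in cAMP-driven luciferase signal flags inverse agonism at a constitutively active GLP-1R stably expressed in HEK293. Compound exposure lasted 24 hr at 37 deg C, 5% CO2.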
TDP-43 yeast inh: rescues yeast growth from TDP-43 toxicity. TDP-43 expressing yeast growth rescue, BacTiter-Glo, 24 h. Potency, µM (titrated, usually from 46.1 µM), for the others: at the top dose growth rescue (activation), usual class: activators. 1.8% of 410,000 active. AID 652104; further: potency means the concentration at half of the fitted maximal effect; % of control where 0% means no effect; nearly all actives have a fitted effect of over 50% in size
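In this qHTS, compounds that restore growth of yeast expressing TDP-43 appear as activators. Cells (OD600=0.02, galactose medium, raffinose-pregrown) are incubated with compound 24 hr at 30 deg C and growth is quantified by BacTiter-Glo.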
* = called active by the depositor; i = inactive; u = inconclusive; x = not tested or not shown; & = joins results of further samples; [ ] = dose if it differs, or a comment. Unless noted, the call rests on the fitted dose curve; in most records, active means well fitted curve in the direction sought with a large enough effect; inconclusive means small, poorly fitted or top-dose-only effect, or another doubt; inactive means no such curve, though single readings can be large; an effect the other way counts as inactive or inconclusive. Only part of the results is shown; rates above refer to the full screens.

cpd	mol	PTHR1 agonist	HEK293 tox	DRD3 agonist	aSyn yeast inh	DRD3 antagonist	KB-V1 cytotox	GLP1R ag	GLP1R inv ag	TDP-43 yeast inh
1	CN1C(C(=O)Nc2ccccn2)=C(O)c2sc(Cl)cc2S1(=O)=O	i	1.0%	-18.5	-16.5%	-16.6	0.4%	-1.9%	-2.2%	25.9%
2	CC(C)c1ccccc1NC(=O)Nc1nc(C(N)Cc2ccc(C(F)(F)F)cc2)cs1 (stereo not given)	i	u	13.8	-29.9%	36.6	u	-23.1%	12.6µM*	6.3%
3	CCS(=O)(=O)c1ccc(N=Nc2ccc(O)c3ncccc23)c(OC)c1	-15.3%	u	-2.5	u	u	u	2.0%	-0.5%	27.1%
4	CCc1ccc2c(c1)C(c1ccc([N+](=O)[O-])cc1)=NNC(c1ccc(F)cc1)=N2	i	30.2%[activator]	-1.6	-0.4%	-26.4	u	-2.0%	0.0%	1.4%
5	O=C(NCCCl)Nc1cc([N+](=O)[O-])ccc1Cl	i	-5.2%	-9.4	0.2%	4.1	-0.8%	7.3%	17.7%	10.2%
6	Oc1cc(Cc2ccccc2)cnc1CN1CCOCC1	i	-4.7%	7.8	0.0%	4.1	u	-2.1%	8.9%	-3.0%
7	CC(=O)Nc1ccc(S(=O)(=O)NCC(C)NS(=O)(=O)c2ccc(NC(C)=O)cc2)cc1 (stereo not given)	i	-10.6%	-1.3	-1.5%	-7.6	4.9%	0.0%	1.9%	-7.4%
8	NS(=O)(=O)c1ccc(NC(=S)NC(=O)c2cccnc2)cc1	i	-3.7%	-2.7	8.6%	-8.7	13.5%	-0.1%	-3.6%	10.4%
9	N#C/C(=C\c1ccccc1)C(=O)Nc1ccccn1	-10.4%	-18.9%	7.0	-3.0%	15.6	0.0%	0.7%	15.3%	3.9%
10	COC(=O)c1c(NC(=O)C2C3CCC(C3)C2C(=O)O)sc2c1CCCCC2 (stereo not given)	-50.9%[inhibitor]	-14.7%	4.0	1.6%	2.4	u	-0.3%	-29.6%	16.4%
11	CCN(CC)c1ccc(/C=N/NC(=O)c2ccccn2)cc1	-25.1%	36.4%[activator]	-18.9	-6.2%	-28.2	u	9.4%	u	-29.8%[1.82 µM]
12	O=C(O)CCCC(=O)Nc1cccc(-c2nc3ccccc3[nH]2)c1	22.4%[57.5 µM]	3.6%	-12.6	-4.4%	0.4	1.8%	15.1%	0.9%	7.3%
13	COc1ccccc1N1CCN(CC(O)COc2ccc(C)c(C)c2)CC1 (stereo not given)	-6.3%	-9.9%	-21.2	-0.6%	-101.0*	5.1%	3.7%	u	-19.4%
14	COc1ccc(-c2cc(C)no2)cc1S(=O)(=O)N(C)c1ccc(C)cc1	-17.6%	-51.2%	-4.4	1.2%	8.6	8.2µM*	22.4%	u	u
15	CCc1nc2ccc(C(=O)N3CCN(C(=O)c4ccco4)CC3)cn2c1N(C)C(=O)c1cccc(OC)c1	-0.3%	2.3%	-7.6	-4.9%	0.0	0.0%	-0.9%	26.9%	-14.2%
16	CS(=O)(=O)N1CCC(C(=O)N2CCC(Cc3ccccc3)CC2)CC1	-1.8%[57.5 µM]	-26.2%	1.1	6.1%	21.1	-17.5%	-1.8%	u	-4.4%
17	Cc1csc(NC(=O)CCNS(=O)(=O)c2ccc3c(c2)c(=O)n(C)c(=O)n3C)n1	i	6.1%	24.4	3.2%	-92.8*	-3.7%	-11.4%	0.6%	-10.9%
18	Cn1c(=O)c(=O)n(C)c2cc(N3CCOCC3)c(NS(=O)(=O)c3ccc(F)c(Cl)c3)cc21	0.1%	-8.3%&-8.0%	1.8&4.9	-4.4%	5.7	u	-0.9%	4.2%&5.1%	-21.0%&-6.5%
19	CC(C)CNc1oc(-c2ccccc2Cl)nc1C#N	-60.0%[inhibitor]	6.7%	-8.6	0.9%	0.0	8.1%	31.8%	-31.6%	4.3%
20	Cc1c(C(=O)N2CCN(S(=O)(=O)c3cc(F)ccc3F)CC2)oc2ccccc12	-11.1%	0.4%	0.1	8.5%	-5.9	0.0%	-1.0%	u	14.1µM*
21	CCc1nn2c(=O)c(S(=O)(=O)Nc3ccc(C)cc3C)c(C)nc2s1	-51.9%[inhibitor]	-7.2%	2.6	x	x	u	x	-14.8%	23.1%
22	Cc1ccc2cc(/C=N/NC(=O)CN3CCOCC3)c(Cl)nc2c1	i	-15.2%	-5.9	0.8%	5.8	4.5%	2.4%	34.7%[activator]	5.8%
23	CC(=O)Nc1ccc(OC(=O)C(CCS(C)(=O)=O)N2C(=O)c3ccccc3C2=O)cc1 (stereo not given)	-12.0%[57.5 µM]	14.6%	3.2	-2.9%	-28.4	15.7%	-5.1%	8.1%	-9.7%
24	Cc1ccc(CNC(=O)c2nnn(CC(=O)Nc3cc(C)ccc3C)c2N)cc1	-22.9%	-9.2%	-1.9	x	x	x	x	2.3%	21.1%
25	CCOC(=O)c1ccc(-n2c(=O)[nH]c3ccccc3c2=O)cc1	-2.4%[57.5 µM]	-0.6%	8.6	-1.9%	-9.3	-4.7%	-7.9%	16.3%	7.1%
26	CCOC(=O)c1sc(N)c(C#N)c1COC(=O)C1=COCCO1	i	-3.9%	2.5	13.5%	0.7	-1.6%	1.2%	43.1%[activator]	28.0%
27	O=C(CN1C(=O)NC2(CCCC2)C1=O)Nc1ccc(C(F)(F)F)cc1	1.2%	u	-3.3	-6.9%	-22.3	u	7.0%	u	-12.5%
28	c1ccc(-c2csc(-c3ccc(-c4csnn4)cc3)n2)cc1	-37.1%	-6.1%	7.7	3.3%	23.0	5.4%	-4.7%	30.8%	16.0%
29	O=C1COc2ccc(C(=O)COC(=O)c3sc4ccccc4c3Cl)cc2N1	-26.7%	3.1%	0.3	-9.6%	-5.7	-0.9%	3.6%	8.0%	11.0%
30	Nc1ccccc1Nc1cccc(C(F)(F)F)c1	-11.5%	u	-1.3	0.0%	4.3	-11.4%	14.2%	u	20.5%
31	Cc1nc2cc(F)ccc2n1C1CCN(S(=O)(=O)c2ccccc2)CC1	-0.2%[57.5 µM]	-14.4%	1.2	3.9%	12.8	u	-5.3%	u	1.8%
32	COc1cc(NC(=O)Cn2c(=O)nc(-c3ccccc3F)c3cc(Cl)ccc32)cc(OC)c1	-89.9%[inhibitor]	7.9%	-0.6	x	x	x	x	u	15.3%
33	COC(=O)C1(C)NC(c2ccco2)C2C(=O)N(c3ccc(F)cc3)C(=O)C21 (stereo not given)	i	5.1%	3.8	-1.9%	6.9	-0.5%	-1.1%	-0.1%	2.4%
34	COc1ccccc1C(=O)NNC(=O)C1CCCO1 (stereo not given)	i	7.2%	-12.3	-6.3%	-1.7	15.4%	8.4%	-2.9%	-21.0%
35	CC(CNS(=O)(=O)c1ccc(Br)cc1)CN(C)C (stereo not given)	6.4%	-4.8%	-16.8	-8.7%	-20.3	-16.3%	-1.5%	u	5.1%
36	COC(=O)CN1C(=O)CSc2ccc(S(=O)(=O)Nc3cccc(Cl)c3C)cc21	-32.2%[inhibitor]	1.4%	3.4	x	x	x	x	-25.6%	14.0%
37	O=C(Nc1ccncc1)c1cc(C2CCCCN2C(=O)CCc2ccccc2)on1 (stereo not given)	-23.1%	3.0%	-1.6	-9.2%	-8.7	u	4.9%	16.5%	-6.4%
38	CCOc1ccc(N(CCC#N)S(=O)(=O)c2ccc(OC)cc2)cc1	-17.7%[57.5 µM]	-24.4%	-4.7	-2.1%	37.4	20.6µM*	5.2%	0.0%	-10.2%
39	O=S(=O)(NCc1ccccc1)NCc1cccc(C(F)(F)F)c1	-13.2%	-0.7%	-2.5	-15.0%	5.1	22.8%	12.9%	-9.9%	-17.1%[0.397 µM]
40	COc1ccc(NC(=O)NN2CCN(C)CC2)cc1OC	i	0.3%	-2.2	1.3%	2.5	7.6%	0.6%	1.4%	16.4%
41	Clc1ccc(-c2nnc(SCc3cn4ccsc4n3)n2CC2CCCO2)cc1 (stereo not given)	-45.3%	4.3%	0.6	2.3%	-19.9	-11.8%	0.9%	-20.4%	-1.7%
42	COc1ccc(CC(=O)O/N=C(\N)c2ccncc2)cc1OC	-13.2%	4.5%	-5.8	-4.9%	-18.7	0.3%	20.1%	130.7%[activator]	24.9%
43	CC(C)C[C@H]1CN(CCCC[C@H]2CNC(=O)C(=O)N2CC2CCCCC2)C(=O)C(=O)N1CCc1ccc(O)cc1	i	4.2%	0.9	0.4%	15.1	0.6%	4.0%	20.5%	14.2%
44	Cc1ccc(S(=O)(=O)N2CCN(C(=O)C(C)Cn3cncn3)CC2)cc1C (stereo not given)	-2.2%	0.1%	11.6	1.3%	18.4	5.4%	0.7%	3.8%	5.5%
